Screening data deposited in PubChem by several laboratories.
SV40 large T antigen: TAg ATPase/helicase activity blockers – biochemical (AID 1903). SV40 large T antigen ATPase/helicase inhibition assay; higher % means a stronger effect. 0.39% of 310,000 active. one-dose inhibition, % at 20 µM; IC50 in µM for titrated hits; in the data active = a potency from the dose series; inconclusive = inhibition mostly from about 32% at the one dose, without a potency; inactive = the rest, 99 in 100 with inhibition below about 32%; also: strong numbers were not always called active
TNAP activators: human TNAP enzyme activators, primary screen, biochemical, luminescent, no phosphate acceptor, uHTS (AID 1001) | purified TNAP, luminescent activation assay, no phosphate acceptor; higher activation fold means a stronger effect | one-dose activation fold at 20 µM; EC50 in µM for titrated hits | 0.03% of 200,000 active; in the data active = activation fold from about 3, or a potency from the dose series; inactive = the rest, 99 in 100 with activation fold below about 1.6; also: many of its hits are not listed in these tables
RSV CPE inhibition: inhibition of RSV-induced cytopathic effect – HEp-2 cells, primary 10 µM value included (AID 2391); HEp-2 cells, RSV-induced CPE inhibition; higher % means a stronger effect; CPE inhibition, % at 10 µM, or IC50 in µM where a hit was titrated; 0.13% of 310,000 active; in the data active = a potency from the dose series; inconclusive = CPE inhibition mostly from about 23% at the one dose, without a potency; inactive = the rest, 99 in 100 with CPE inhibition below about 21%; also: strong numbers were not always called active
T cell modulator: modulates CD8 T cell binding to vesicles; 2C CD8+ T cell-vesicle binding, flow cytometry; active compounds read low; calls only at 7 µM; 0.068% of 330,000 active; AID 2052;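 active = response, share of CD8 T cells binding vesicles, and their 90th percentile fluorescence all below set limits, cut at about 80% in these data, passing the limit was not always enough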
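Incubation: binding step 1.5 h, 37 °C, antibody labelling 20 min, ice; system: murine 2C transgenic CD8+ T lymphocytes; technique: cytometric PE anti-B7-1 and Alexa647 anti-CD8 signals after 1% paraformaldehyde fixation; also added: QL9-charged Drosophila Ld/ICAM-1/B7-1 vesicles; control set: naked versus QL9-loaded vesicles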
UTI89 phage lysis: inhibition of K1F phage lysis, E. coli UTI89, bacterial capsule biogenesis inhibitors, alamar blue (AID 488966) | one-dose inhibition, % at 100 µM; IC50 in µM for titrated hits | E. coli UTI89 K1F phage lysis, alamar blue, 2 h; higher % means a stronger effect | 0.02% of 340,000 active;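 active = phage lysis inhibition, versus mean bacterial control, above a set limit; inconclusive = no clear call, values can overlap the other calls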;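 also: capsule biogenesis inhibitors block K1F phage lysis so surviving cells raise fluorescence; higher fluorescence means more inhibition of phage lysis; actives were called in the ten point dose series up to 300 µM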
Salmonella PhoP GFP: inhibitors of PhoP regulon expression, primary screen, Salmonella Typhimurium, GFP reporter (AID 1863); S. Typhimurium PhoP-regulated promoter GFP reporter, 4 h; higher % means a stronger effect; one-dose inhibition, % at 50 µM; IC50 in µM for titrated hits; 0.16% of 300,000 active;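 active = inhibition over 29.93%, a cutoff 3 SD above the screen mean, later confirmed by dose response; inconclusive = inhibition over 29.93% but no dose response follow-up; inactive = inhibition at most 29.93% or unconfirmed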;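 also: 0% = low Mg2+ inducing control and 100% = high Mg2+ repressing control; strong numbers were not always called active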
Myeloid diff 2: promotes myeloid progenitor differentiation | ER-HoxA9 myeloid progenitors, lysozyme-GFP differentiation, flow cytometry | calls only at 10 µM | 1% of 360,000 active | AID 624256;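 active = normalized GFP-positive differentiation at or above the plate's own cutoff, the solvent-only control mean plus 3 SD; inconclusive = no clear call, values can overlap the other calls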;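 also: cells exposed to compound for four days before flow analysis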
NTR1 ag: agonists of NTR1, primary screen, imaging, U2OS cells, beta-arrestin-GFP, high content (AID 493036); P30989; NTR1-U2OS beta-arrestin-GFP spot imaging, agonist mode; activation, % at 20 µM; 0.17% of 330,000 active;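 active = activation at or above 40% of the spot to cytoplasm intensity ratio, with at least 20 cells analyzed; inconclusive = wells under 20 cells, flagged as cytotoxic or low count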;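 also: 0% = DMSO without peptide and 100% = 100 nM NTR1 peptide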
Target sequence (P30989 whole entry, looked up): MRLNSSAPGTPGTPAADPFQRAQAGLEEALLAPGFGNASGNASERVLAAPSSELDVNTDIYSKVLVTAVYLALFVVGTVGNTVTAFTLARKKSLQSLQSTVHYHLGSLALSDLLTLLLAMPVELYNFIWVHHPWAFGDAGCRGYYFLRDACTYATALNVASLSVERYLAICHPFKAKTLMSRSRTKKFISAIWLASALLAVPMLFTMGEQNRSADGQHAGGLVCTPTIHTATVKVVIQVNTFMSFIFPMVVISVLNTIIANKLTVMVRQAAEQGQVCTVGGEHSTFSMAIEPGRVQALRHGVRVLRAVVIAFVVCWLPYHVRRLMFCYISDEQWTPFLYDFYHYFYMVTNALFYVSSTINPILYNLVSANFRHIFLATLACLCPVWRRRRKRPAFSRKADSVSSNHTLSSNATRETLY
Rac1 GTP hydrolysis: MgcRacGAP GTPase-activating activity inhibitors, confirmation, biochemical, ADP Hunter fluorescence | MgcRacGAP-stimulated Rac1 GTP hydrolysis, ADP Hunter fluorescence; higher % means a stronger effect; GST-tagged Rac1 F28L mutant substrate | one-dose inhibition, % at 30 µM; IC50 in µM for titrated hits | 0.6% of 340,000 active | AID 624330;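 active = first-screen hits whose inhibition reached a set limit at any dose in the follow-up dose series; inconclusive = inhibition above the set first-screen limit but never retested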;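 also: fluorescence reports GDP produced by GAP-driven GTP hydrolysis; strong numbers were not always called active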
T cell modulator vesicle-bound %: second read-out of T cell modulator, no call of its own (marks repeat the call); double positive events, %; measured here: CD8+ vesicle-bound cell fraction;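 binding gate set so that unloaded-vesicle control wells show 10% double positive cells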
NTR1 ag cell count 20 µM: further read-out of NTR1 ag, marked with its call; cell count; measured here: cell count, cytotoxicity flag
Myeloid diff 2 GFP+ MAC1+ %: further read-out of Myeloid diff 2, marked with its call; GFP+ MAC1+ double positive, %; measured here: differentiation confirmed by MAC1 staining
* = called active by the depositor; i = inactive; ? = inconclusive; nt = no result given; + = active, no number; [ ] = dose if it differs, or a comment.

SMILES	SV40 large T antigen	TNAP activators	RSV CPE inhibition	T cell modulator	T cell modulator vesicle-bound %	UTI89 phage lysis	Salmonella PhoP GFP	Myeloid diff 2	Myeloid diff 2 GFP+ MAC1+ %	NTR1 ag	NTR1 ag cell count 20 µM	Rac1 GTP hydrolysis
CCOC(=O)C1CCN(C(=O)CSc2nnc(-c3ccco3)n2-c2ccccc2)CC1	4%	1.1	1.6%	i	59	-0.2%	13%	i	0.4	0.4	55	-7%
O=C(NCc1ccc(Cl)cc1)C1CCN(C(=O)c2ccc(Cl)cc2)CC1	nt	nt	nt	nt	nt	-0.2%[50 µM]	nt	i	0.4	-1.0	60	4%
COc1cccc(N/C=C/C(=O)c2ccc(C)cc2)c1	1%	nt	3.9%	i	56	0.3%	-5%	i	0.5	2.1	57	16%
CC1(C)OC(=O)CC1C(=O)NCc1ccccc1 (stereo not given)	8%	1.1	3.3%	i	45	-0.1%	-5%	i	1.1	-0.7	58	3%
CCc1nnc(NS(=O)(=O)c2ccccc2)s1	-1%	nt	2.6%	i	57	-0.5%	0%	i	0.3	-0.9	73	10%
CC(C)CC(=O)Nc1ccc(F)c(Cl)c1	7%	1.1	2.8%	i	39	0.0%	-4%	i	1.4	0.6	74	8%
Cc1cc2ccccc2nc1SCC(=O)N1CCCC1	10%	1.1	1.1%	i	12	i	-13%	i	6.0	1.8	82	11%
O=C(O)CCS(=O)(=O)c1cccc2cccnc12	9%	1.1	0.1%	i	46	0.8%[50 µM]	-10%	i	6.6	-0.1	49	2%
O=C(NCc1n[nH]c(=S)n1-c1cccc(C(F)(F)F)c1)c1ccc(S(=O)(=O)N2CCCC2)cc1	13%	0.9	0.7%	i	59	0.1%	8%	i	0.3	0.1	105	6%
Cc1ccc(NCc2n[nH]c(=S)n2-c2cccc(Cl)c2)cc1	21%	1.1	-0.2%	i	29	0.4%	-1%	i	0.1	-0.7	43	-5%
CCn1nnc2cc(C(=O)Nc3ccc(C(=O)OC(C)C)cc3)ccc21	nt	nt	nt	i	31	0.5%	nt	i	1.1	-1.3	55	2%
Cc1ccc(CNC(=O)Cc2ccc(NC3=NC4CS(=O)(=O)CC4S3)cc2)cc1 (stereo not given)	11%	nt	0.9%	i	25	-1.3%	nt	i	1.8	4.7	49	-1%
COc1ccc(C2(C(=O)c3ccccc3)C(=O)c3ccccc3C2=O)cc1	14%	nt	0.9%	i	25	-2.9%	-12%	i	1.3	-0.5	50	-11%
COc1ccc(CN=CC2=C(O)CC(C)(C)CC2=O)cc1	8%	1.1	0.0%	i	24	0.6%	-5%	i	1.3	-0.8	63	3%
Cc1ccc(OC(=O)C23CC4CC(CC(C4)C2)C3)c(C)n1	-1%	1	1.5%	i	0	1.0%[50 µM]	-14%	i	0.2	1.2	50	6%
O=C(Nc1ccccc1)c1sc(Cl)nc1-c1ccccc1	2%	1	2.0%	i	47	1.0%[50 µM]	-9%	i	0.2	2.5	83	9%
O=C(c1ccc(F)cc1)C(C(=O)N1CCCCC1)n1ccccc1=O (stereo not given)	24%	1	0.4%	i	36	0.4%	0%	i	0.6	-0.2	32	4%
O=S(=O)(NCC(O)c1ccccc1)c1ccc(-c2ccccn2)s1 (stereo not given)	3%	nt	11%	i	39	-1.3%	-10%	i	0.5	1.7	40	10%
CCOC(=O)CNC(=S)N(CCCN1CCCCC1)Cc1cccs1	-4%	1.2	-0.4%	i	54	1.5%	1%	i	0.1	0.3	80	9%
CC(NC(=O)CCSCCC(=O)NC(C)c1ccccc1)c1ccccc1 (stereo not given)	-22%	1.1	1.8%	i	28	3.8%	24%	i	0.6	1.2	66	5%
O=C(Nc1ccccc1F)c1ccc2snnc2c1	15%	nt	0.7%	i	11	-0.1%	-1%	i	1.7	-1.2	51	2%
COc1ccc(CCNC(=O)c2ccccc2NC(=O)CN2CCN(c3ccccc3O)CC2)cc1	nt	nt	nt	nt	nt	0.5%[50 µM]	nt	i	0.7	5.4	60	1%
Cc1cccc(/C=C2\Sc3ccc(C(=O)N4CCOCC4)cc3N(C)C2=O)c1	5%	nt	5.4%	i	34	-0.3%	6%	i	0.5	-0.1	69	3%
C[N+](C)(C)CCCCCCC(=O)/C=N/O	28%	1.1	1.5%	i	33	0.5%	-1%	i	0.6	-1.6	86	8%
CCOC(=O)N/N=C\c1ccc(-c2cc(Cl)ccc2Cl)o1	5%	1	?	i	38	1.8%	1%	i	0.4	2.8	81	0%
COC(=O)[C@@]12CCCCN1[C@H](c1ccc(-c3cccc(Cl)c3)c(OC)c1)[C@@H]1C(=O)N(C)C(=O)[C@@H]12	10%	nt	3.7%	i	46	0.1%	nt	i	1.5	9.2	62	-1%
CCCCc1nc2sc3c(=O)n(N)cnc3c2c2c1CCCC2	3%	1	1.9%	i	57	0.4%	-13%	i	0.6	1.5	86	13%
CC(C)(C)NC(=O)C(c1cccs1)N(CC1CCCO1)C(=O)Cn1nnc(-c2cccs2)n1 (stereo not given)	17%	1.1	0.4%	i	50	3.1%	0%	i	1.6	0.2	53	3%
O=C(CCCc1c[nH]c2ccccc12)NCc1ccccc1F	9%	nt	1.1%	i	11	0.1%	3%	i	1.3	-0.8	54	2%
COc1c(F)c(F)c(-c2csc(N)n2)c(F)c1F	nt	nt	2.6%	i	51	0.6%	nt	i	1.0	-1.2	80	4%
CCc1nc2ccccc2c(C(=O)OCC(=O)N(C)Cc2ccccc2)c1C	nt	nt	nt	i	37	-0.2%[50 µM]	nt	i	0.8	12	46	3%
O=C1c2ccccc2NC2(CCCCC2)N1c1ccc(O)cc1	13µM*	1.1	0.7%	i	24	1.2%	17%	?	nt	-1.3	31	?
CCc1ccc(OCC(=O)N2CCN=C2c2ccccc2)cc1	17%	1.1	0.0%	i	34	0.3%	-6%	i	0.8	-1.7	59	-5%
COC(=O)c1c(N)sc(C(=O)NCCc2ccccc2)c1C	0%	nt	0.9%	i	8	-0.2%	-1%	i	0.6	-0.6	58	13%
CCOC(=O)n1c(=O)n(Cc2ccccc2C)c2ccccc21	8%	1.1	0.5%	i	50	-0.5%	-5%	i	0.3	2.4	52	6%
COc1ccc(CNC(=O)C(=O)NCCC2CCCCN2S(=O)(=O)c2ccc(C)cc2)cc1 (stereo not given)	8%	nt	?	i	36	-1.6%	-9%	i	0.3	2.3	54	1%
CC(O)CNCc1ccc(Cl)cc1Cl (stereo not given)	-4%	1.1	0.2%	i	53	-0.2%	-2%	i	0.9	-2.1	71	1%
N#Cc1ccc(C(=O)OCC(=O)N2CCN(C(=O)c3ccco3)CC2)cc1	nt	nt	nt	i	32	2.3%	nt	i	1.0	-1.5	62	0%
Cc1cccc(C)c1NC(=O)CNC(=O)c1cnccn1	nt	nt	nt	i	25	0.2%	nt	i	0.7	0.2	70	1%
CC(C)[C@H](NC(=O)c1ccc(F)cc1)C(=O)N(C)Cc1cccs1	nt	nt	0.6%	i	51	0.6%[50 µM]	nt	i	0.4	-0.3	91	2%
COC(=O)c1cccc(NC(=O)c2cccnc2C(=O)O)c1C	10%	1	0.7%	i	57	-0.1%	-8%	i	0.6	0.1	51	5%
COc1cc(NC(=O)CCCc2c[nH]c3ccccc23)cc(OC)c1	20%	1	12%	i	58	0.0%	6%	i	0.4	-1.1	83	5%
N#CNC1=NCN(CCc2ccccc2)CN1	2%	1.1	3.3%	i	18	1.4%	-1%	i	1.1	-0.2	35	14%
CCOC(=O)c1c(C)nc2sc(C(=O)Nc3ccccc3)c(N)c2c1-c1ccc(OC)cc1	-3%	1.2	-1.2%	i	47	1.6%	6%	+	1.0*	5.3	37	12%
CCOc1cccc(N)c1	nt	nt	0.1%	i	32	2.4%	nt	i	1.1	-0.3	47	6%
CCOC(=O)Cn1cc(/C=C(/C#N)C(=O)NC(C)C)c2ccccc21	24%	1	0.8%	i	48	0.3%	-12%	i	0.1	0.8	34	6%
COc1ccccc1CNS(=O)(=O)c1ccc2c(c1)N(C(C)=O)CCO2	7%	nt	5.3%	i	27	-3.8%	-1%	i	1.9	-1.6	51	-5%
Cc1ccc(NC(=O)Cn2nnc(-c3ccccc3NC(=O)c3cccs3)n2)cc1	2%	1.1	-0.7%	i	45	1.3%	2%	?	nt	6.1	57	12%
O=C(CCN1C(=O)S/C(=C/c2ccc(F)cc2)C1=O)Nc1ccc(O)c(C(=O)O)c1	14%	nt	1.5%	i	42	-0.1%	-3%	i	2.2	-0.2	66	16%
CCN(CC(=O)NC(C)(C)C)C(=O)CN1c2cccc3cccc(c23)S1(=O)=O	0%	nt	0.6%	i	35	0.0%	16%	i	0.1	1.8	86	2%
CCOC(=O)c1sc2nc3c(cc2c1N)COC(C(C)C)C3 (stereo not given)	2%	1.1	5.5%	i	15	0.3%	6%	i	0.3	-0.5	80	8%
Cc1[nH]c2ccc(C(=O)N3CCC(C(N)=O)CC3)cc2c1C	nt	nt	nt	i	38	0.7%	nt	nt	nt	1.8	49	1%
CC(C)(C)NC(=O)C(c1ccc(O)cc1)N(Cc1ccco1)C(=O)CCC(=O)Nc1ccccn1 (stereo not given)	6%	nt	1.3%	i	26	-0.4%	0%	i	0.4	-0.7	52	-2%
COc1ccc(C(=O)NCC(=O)NCc2cc(=O)n(C)c(=O)n2C)cc1	0%	nt	1.0%	i	21	0.2%	-1%	i	1.7	-0.7	65	8%
COCCNC(=O)c1cc2c(=O)n3cccc(C)c3nc2n1C	nt	1.1	1.0%	i	41	-0.1%	nt	?	nt	1.4	83	1%
Cc1nc(N2CCN(Cc3ccccc3)CC2)nc2c1C(=O)CC(c1ccco1)C2 (stereo not given)	?	0.9	?	i	51	0.4%	-6%	i	0.3	8.9	77	7%

Compounds were not picked by outcome. About 2.3% of those tested had a hit in this group.
